Screening results from PubChem.
Anthrax LF prot = Bacillus anthracis LF protease inhibitors, primary screen, biochemical, multiplex microsphere, MLPCN library; Lethal factor (Bacillus anthracis), P15917; AID 588501, 2011; inhibition, % at 10 µM; 360,000 tested, 0.12% active; multiplex microsphere protease cleavage assay; note: plate controls were buffer without enzyme for full effect and enzyme alone for no effect
FadD28 binding = inhibitors of FadD28 bisubstrate probe binding, primary screen, biochemical, fluorescence polarization, single point; Mycobacterium tuberculosis FadD28 fatty-acid-AMP ligase; inhibition, % at 12.5 µM; 360,000 tested, 0.22% active; in the data active = inhibition above about 8.5%, passing the limit was not always enough; inconclusive = no clear call, values can overlap the other calls
BoNT A protease = BoNT/A light chain protease inhibitors, primary screen, biochemical, flow cytometry, MLPCN library; multiplex microsphere protease substrate cleavage; inhibition, % at 10 µM; 360,000 tested, 0.17% active; note: plate controls were buffer without enzyme for full effect and enzyme alone for no effect
Yp Topo-I inh = Yersinia pestis topoisomerase I inhibitors, primary screen, biochemical, cleavage product accumulation, plate reader, single point. DNA topoisomerase I (Yersinia pestis CO92). Y. pestis Topo-I cleavage product accumulation. activity, % at 10 µM. 360,000 tested, 0.064% active. AID 504884, 2011; in the data active = activity above about 50%, passing the limit was not always enough; inconclusive = no clear call, values can overlap the other calls; note: inactives centre near 2
PfHsp40 rescue = rescue of yeast from PfHsp40 toxicity, primary screen, S. cerevisiae, ATP luminescence. S. cerevisiae expressing PfHsp40, growth rescue. growth rescue, % at 12.5 µM. 340,000 tested, 0.68% active. AID 504582, 2011; in the data active = growth rescue above about 28%, passing the limit was not always enough; inconclusive = no clear call, values can overlap the other calls;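 note: yeast W303a lacking pdr1 and pdr3 grown in galactose medium; growth measured after three days at 30 °C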
PrPC surface inh = inhibitors of human cell surface prion protein PrPC, primary screen, cell-based, TR-FRET; Major prion protein (Homo sapiens), P04156; TR-FRET read-out; inhibition, % at 13.8 µM; 370,000 tested, 0.43% active; AID 720596, 2013; in the data active = inhibition above about 24%; note: 0% = median of the test wells and 100% = reference compound wells
BoNT F protease = BoNT/F light chain protease inhibitors, primary screen, biochemical, flow cytometry, MLPCN library; Botulinum neurotoxin type F light chain protease (Clostridium botulinum); inhibition, % at 10 µM; 360,000 tested, 0.22% active; Multiplex microsphere protease cleavage assay; AID 588497, 2011; in the data active = inhibition above about 35%, passing the limit was not always enough; inconclusive = no clear call, values can overlap the other calls; note: plate controls were buffer without enzyme for full effect and enzyme alone for no effect
TcdB inh = TcdB glycohydrolase inhibitors, primary screen, biochemical, single point, plate reader; Toxin B (Clostridioides difficile), P18177; TcdB glycohydrolase enzymatic assay; inhibition, % at 9.99 µM; 350,000 tested, 0.24% active; AID 652162, 2013; in the data active = inhibition above about 10%
CCHFV vOTU inh = CCHFV vOTU protease inhibitors, primary screen, biochemical, Pep-AMC substrate, fluorescence; inhibition, % at 11.5 µM; 370,000 tested, 0.55% active; AID 651958, 2012; Crimean-Congo hemorrhagic fever virus L polyprotein viral ovarian tumor (vOTU) protease …; in the data active = inhibition above about 30%; note: 0% = vehicle wells with enzyme and 100% = no enzyme wells
* marks the source's active call; other numbers are inactive results; ? = inconclusive; · = not tested or not shown; & = joins results of further samples. Cut-off read from the data, not from the text of the source, unless noted: active = inhibition above about 30%; inconclusive = no clear call, values can overlap the other calls; inactive = below that. No enrichment for hits; overall some 2.3% were active at least once.

no.	smiles	Anthrax LF prot	FadD28 binding	BoNT A protease	Yp Topo-I inh	PfHsp40 rescue
1	Cc1ccc(C(=O)N/N=C/C2=Cc3ccccc3OC2C)cc1 (stereo not given)	-2	-3.1	-0.3	-2	22
2	CCOC(=O)N1CCC(NC(=O)C(NS(=O)(=O)c2ccc3c(c2)CCN3C(=O)CC)C(C)C)CC1 (stereo not given)	-1	-5.4	0.2	-1	0.3
3	CCNc1c(NC(C)=O)c(=O)oc2ccccc12	-1	-3.6	-0.2	-5	-1.6
4	CCN(CC)C(=O)Cn1cc(S(=O)(=O)CC(=O)NCc2ccc3c(c2)OCO3)c2ccccc21	·	-1.5	·	-15	-0.6
5	O=C1CC=Nc2ccc([N+](=O)[O-])cc21	-3	-1.4	0.3	1	·
6	CCCCOc1ccc(CSc2nncn2N)cc1	-1	-2.5	-0.2	2	-0.7
7	C[C@@H]1CN([C@H](C)CO)C(=O)CCCn2nncc2CO[C@H]1CN(C)Cc1ccc2cccnc2c1	-3	-1.3	-0.6	-1	·
8	CCOc1ccccc1N1CCN(C(=O)c2cccs2)CC1	-5	-5.4	-0.6	6	-1.0
9	CC(C)CNS(=O)(=O)c1ccc(NC(=O)Cn2nc(-c3ccc(F)cc3)ccc2=O)cc1	-1	-1.2	-1.2	6	0.4
10	Cc1cccc(C(=O)NNC(=O)c2ccc(F)cc2)c1	-1	-2.5	0.3	-3	0.1
11	CNC(=O)c1ccccc1Sc1ccccc1CO	·	-1.2	·	2	-0.7
12	COCC(=O)N(c1ccc(C(C)C)cc1)C1C=CS(=O)(=O)C1 (stereo not given)	1	-4.5	-1.0	6	-1.0
13	CCN(CC)S(=O)(=O)c1ccc(-c2ccc(S(=O)(=O)N(CC)CC)cc2)cc1	-3	-2.0	-0.3	12	-0.7
14	CCOC(=O)C(NCCOC)(NC(C)=O)C(F)(F)F (stereo not given)	12	-2.5	-0.6	-3	-0.4
15	O=C(CN1CCCc2ccccc21)Nc1ccccc1[N+](=O)[O-]	-3	-1.0	-0.6	17	-0.1

no.	PrPC surface inh	BoNT F protease	TcdB inh	CCHFV vOTU inh
1	2	-8	0.7	-14
2	-1	2	-3.5	5
3	4	2	·	11
4	0	·	0.3	-9
5	-44	-5	0.8	9
6	1	-8	·	-3
7	3	-3	-0.5&-0.9	-9
8	-4	-6	1.1	-4
9	3	-7	·	19
10	-6	2	1.0	-6
11	8	·	-0.1	-4
12	-1	-16	0.2	7
13	10	-6	·	-3
14	-2	?	0.5	-12
15	1	-7	-0.5	6

Looked up above.
Under BoNT F protease, `C[C@@H]1CN([C@H](C)CO)C(=O)CCCn2nncc2CO[C@H]1CN(C)Cc1ccc2cccnc2c1` is listed with -3
Under Anthrax LF prot, `Cc1ccc(C(=O)N/N=C/C2=Cc3ccccc3OC2C)cc1` (stereo not given) is listed with -2
Under FadD28 binding, `O=C(CN1CCCc2ccccc21)Nc1ccccc1[N+](=O)[O-]` is listed with -1.0
Under FadD28 binding, `CCCCOc1ccc(CSc2nncn2N)cc1` is listed with -2.5

Fetched by structure from above, 2 records:
no.	smiles	Anthrax LF prot	FadD28 binding	BoNT A protease	Yp Topo-I inh	PfHsp40 rescue
9	CC(C)CNS(=O)(=O)c1ccc(NC(=O)Cn2nc(-c3ccc(F)cc3)ccc2=O)cc1	-1	-1.2	-1.2	6	0.4
3	CCNc1c(NC(C)=O)c(=O)oc2ccccc12	-1	-3.6	-0.2	-5	-1.6

no.	PrPC surface inh	BoNT F protease	TcdB inh	CCHFV vOTU inh
9	3	-7	·	19
3	4	2	·	11

Continued.
no.	smiles	Anthrax LF prot	FadD28 binding	BoNT A protease	Yp Topo-I inh	PfHsp40 rescue
16	Cc1nnc(NC(=O)CSc2nnc(Cc3ccccc3)n2-c2ccccc2)s1	-5	-0.8	0.0	8	-0.9
17	NC(=O)c1ccc(C(=O)c2ccc([N+](=O)[O-])cc2)cc1	-1	-2.2	0.0	-8	0.0
18	CC(C)(C)CN1CCN(CC#Cc2ccccc2)CC1CCO (stereo not given)	4	-2.1	1.2	13	0.1
19	CCCCNC(=O)C1(C)CCCCN1CC(=O)c1ccc(OC)cc1 (stereo not given)	4	-1.4	0.5	-14	·
20	Cc1ccc(C(=O)NCCCN2CCOCC2)cc1N1CCCC1=O	-4	-2.5	0.3	-6	-0.6
21	CCC1CCc2c(n(C)c3ccccc3c2=O)O1 (stereo not given)	-2	-5.0	-0.9	6	-1.7
22	CC(C)(C)Nc1nc(NCc2cccnc2)nc(N2CCOCC2)n1	1	-2.1	1.2	-3	-1.3
23	COc1ccc(CCC(=O)NNC(=O)Nc2cccc(Cl)c2)cc1	4	-2.8	0.1	7	0.0
24	COc1cccc(-c2cnc3c(NC=O)cc(-c4ccc(N(C)C)cc4)cn23)c1	1	-2.9	-0.2	-4	·
25	Cc1ccc(C(=O)N/C(=C\c2ccc(F)cc2)C(=O)NCCCn2ccnc2)cc1	-10	-1.9	-3.9	-2	0.4
26	CCC(=O)c1ccc(OCC(O)CN2CCOCC2)cc1 (stereo not given)	-2	-2.8	1.0	-7	-1.0
27	COc1cccc(Oc2cc(NN3CCCCC3)c([N+](=O)[O-])cc2[N+](=O)[O-])c1OC	-10	1.8	0.2	-7	0.5
28	Cc1ccc2nc3cc([N+](=O)[O-])cc([N+](=O)[O-])c3cc2c1	-8	-3.4	5.2	-21	2.9
29	CC(C)CNS(=O)(=O)c1ccc(CCC(=O)N2CCOCC2)cc1	-1	-0.1	0.0	0	0.9
30	COc1ccc(CCNC(=O)NC23CC4CC(CC(C4)C2)C3)cc1	-5	-0.5	0.2	5	1.1

no.	PrPC surface inh	BoNT F protease	TcdB inh	CCHFV vOTU inh
16	-3	-15	·	2
17	-43	0	·	-5
18	-2	?	1.0	7
19	-3	1	1.0	-3
20	-1	11	·	2
21	2	-5	0.4	0
22	-3	-13	·	23
23	2	2	2.7	1
24	-9	-12	0.7	13
25	-9	-10	0.2	-10
26	0	16	·	7
27	0	-9	0.9	2
28	0	-11	-0.1	3
29	8	-5	·	14
30	2	-6	1.6	-3

(further entries)
no.	smiles	Anthrax LF prot	FadD28 binding	BoNT A protease	Yp Topo-I inh	PfHsp40 rescue
31	CCCC(=O)NNC(=O)CCC(=O)Nc1ccccc1Cl	-1	-2.8	-0.9	-8	0.5
32	CC(=O)Nc1ccc(NC(=O)COC(=O)c2ccccn2)cc1	0	-3.1	-0.3	-12	-1.4
33	Cc1cn(-c2ccccc2)c(C)c1/C=N\Nc1nc(N2CCOCC2)nc(N2CCOCC2)n1	-1	-1.1	-0.1	13	-0.6
34	Cc1cc(=O)oc2cc(OCC(=O)NC3(C#N)CCCCC3)c(Cl)cc12	-3	-3.1	2.0	4	0.3
35	Cc1ccc2nc(NC(=O)c3ccc(Br)o3)sc2c1	2	-2.7	-0.6	5	-2.1
36	COc1ccc(Br)c(Cn2c(C)c(C(=O)NCc3ccc4c(c3)OCCO4)sc2=O)c1	-3	-1.1	-0.2	36	·
37	CCCOC(=O)Nc1sc2c(c1C(=O)OCC)CCC2	-3	1.1	-1.5	10	6.7
38	O=C(CC1CC2CCC1C2)N1CCN(S(=O)(=O)c2ccccc2F)CC1 (stereo not given)	-3	-1.5	-1.1	4	-0.8
39	CCOCCCNC(=O)c1cn(CC)c2ccc(S(=O)(=O)N3CCOCC3)cc2c1=O	-2	-0.3	-2.8	1	0.2
40	O=C(CSc1nc2ccc([N+](=O)[O-])cc2s1)NCC1CCCO1 (stereo not given)	2	-0.8	0.0	3	0.1
41	CC(C)c1ccc(-c2c(C#N)c(N)nc(SCC(=O)N3CCCCC3)c2C#N)cc1	-10	0.7	-0.6	7	0.2
42	Cc1noc(C)c1NC(=O)N(C)C[C@H]1Oc2ccc(NS(=O)(=O)c3c(C)noc3C)cc2C(=O)N([C@H](C)CO)C[C@@H]1C	-2	1.6	0.2	2	1.4
43	O=C(NN=Cc1ccc([N+](=O)[O-])cc1)C1CC1	-4	-0.1	0.6	-1	-0.5
44	Cc1nc2ccccc2c(=O)n1NC(=O)c1cccc(Cl)c1	8	-4.4	-1.9	-8	1.0
45	COc1ccc(C(=O)N(C)Cc2ccc(C)o2)cc1OC1CCN(C(C)C)CC1	4	0.9	-0.6	-1	-0.9

no.	PrPC surface inh	BoNT F protease	TcdB inh	CCHFV vOTU inh
31	9	-4	-2.9	5
32	7	1	1.2	5
33	-6	-6	-0.9	1
34	-3	-1	0.9	-21
35	4	?	0.8	-4
36	-7	-8	1.6	-1
37	0	-10	·	-6
38	-2	-8	1.4	-2
39	2	-8	1.4	8
40	-47	-3	1.0	27
41	-4	0	·	16
42	4	4	-1.9&-3.6	23
43	-32	-4	1.5	-8
44	5	6	1.3	14
45	-3	-3	0.4	8

Following part.
no.	smiles	Anthrax LF prot	FadD28 binding	BoNT A protease	Yp Topo-I inh	PfHsp40 rescue
46	O=C1C2Sc3[nH]c(=O)sc3C(c3cc([N+](=O)[O-])ccc3O)C2C(=O)N1c1ccccc1 (stereo not given)	6	4.4	0.6	6	1.2
47	Cc1ccc(S(=O)(=O)N2CCN(C(=O)N3CCCC3)CC2)cc1	-8	-0.6	-2.8	0	2.8
48	COc1ccc(/C(=N/OC(C)=O)c2nccc3cc(OC)c(OC)cc23)cc1OC	0	-1.8	-14	5	-0.6
49	CCOc1ccc(CCNC(=O)CN2CCN(Cc3ccccc3C)C2=O)cc1OCC	-2	-3.9	-2.1	32	0.1
50	C[C@@H]1O[C@@H](O[C@H]2[C@H](Oc3cc(O)c4c(c3)O[C@H](c3ccc(O)cc3)CC4=O)O[C@H](CO)[C@@H](O)[C@@H]2O)[C@H](O)[C@H](O)[C@H]1O	-5	-1.4	-0.2	7	-0.5
51	CCOC(=O)N1CCN(c2ncnc3c2oc2nc(C(C)C)c4c(c23)CCC4)CC1	-5	-5.2	3.7	-8	0.7
52	O=C(NNC(=O)c1csc(-c2cccs2)n1)c1ccc(Cl)cc1	3	-1.4	-0.2	2	·
53	Cc1nc2ccccc2c(=O)n1CC(=O)N1CCOCC1	-3	-0.3	1.5	1	-1.4
54	CCN(CC)S(=O)(=O)c1ccc(/C=C/C(=O)OCC(=O)Nc2ccc(C(N)=O)cc2)cc1	-2	-0.4	-1.0	23	1.5
55	Cc1cc(C)nc(N/N=C/c2ccc([N+](=O)[O-])o2)n1	7	-2.7	0.2	0	-1.0
56	Cc1ccc2nc(C)cc(N/N=C/c3cccc(O)c3)c2c1	-2	-1.6	3.7	-8	-0.5
57	C=CCc1ccc(OCC(O)CN2CCCCC2C)c(OC)c1 (stereo not given)	0	-3.0	1.8	3	1.6
58	CC(C)(CSc1ccccn1)NS(=O)(=O)c1ccccc1	0	0.2	0.4	-8	-0.7
59	O=C(NNC(=O)C1CC(=O)N(c2ccc3c(c2)OCCO3)C1)c1ccc(F)cc1 (stereo not given)	·	-1.1	·	6	-0.3
60	Cc1ccc(N(C)C(=O)CCS(=O)(=O)c2ccc3c(c2)oc(=O)n3C)cc1	0	0.3	0.5	0	-1.2
61	O=C(Cc1ccc(F)cc1)NCCS(=O)(=O)N1CCN(c2ccccc2)CC1	18	0.3	7.4	-9	-0.4

no.	PrPC surface inh	BoNT F protease	TcdB inh	CCHFV vOTU inh
46	1	-3	-12	3
47	5	-15	-0.5	-3
48	3	?	1.0	-3
49	-5	-39	·	3
50	6	-1	1.1	16
51	-8	4	·	9
52	1	0	-0.2	17
53	-3	13	·	5
54	8	-4	0.1	8
55	-31	16	1.2	8
56	-2	?	1.5	-25
57	3	2	·	-4
58	-2	-3	·	-7
59	1	·	1.6	4
60	1	-4	0.8	8
61	-1	?	0.3	-9
